# Source: PubChem (Southern Research Specialized Biocontainment Screening Center)
# Salmonella PhoP GFP: PhoP regulon inhibitors, Salmonella typhi PhoP promoter GFP reporter, confirmatory (AID 1850); 0.33% of 310,000 active; inhibition, % at 50 µM, or IC50 in µM where a hit was titrated; Salmonella Typhi PhoP-promoter GFP reporter, fluorescence, 4 h; higher % means a stronger effect; in the data active = a potency from the dose series; inconclusive = inhibition mostly from about 25% at the one dose, without a potency; inactive = the rest, 99 in 100 with inhibition below about 19%;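 also: 0% = induced wells with vehicle and 100% = uninduced wells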
# influenza NS1A: H1N1 influenza NS1A inhibitors, functional cell based assay (AID 504329) | 0.3% of 340,000 active | one-dose inhibition, % at 12.5 µM; IC50 in µM for titrated hits | NS1A functional cell-based assay, percent inhibition; higher % means a stronger effect; in the data active = a potency from the dose series; inconclusive = inhibition above about 27% without an active follow-up result; also: strong numbers were not always called active
# inhibitors of VEEV: inhibitors of VEEV TC-83 cytopathic effect, confirmation, Vero cells (AID 588727); 0.13% of 350,000 active; one-dose inhibition, % at 20 µM; IC50 in µM for titrated hits; Vero cells, VEEV TC-83 cytopathic effect inhibition; higher % means a stronger effect; in the data active = a potency from the dose series; inconclusive = inhibition mostly from about 14% at the one dose, without a potency; inactive = the rest, 99 in 100 with inhibition below about 12%; also: strong numbers were not always called active
# tuberculosis growth: growth inhibition of non-replicating M. tuberculosis (AID 488890); one-dose inhibition, % at 25 µM; IC50 in µM for titrated hits; Mycobacterium tuberculosis non-replicating, growth inhibition; higher % means a stronger effect; 0.39% of 320,000 active; in the data active = a potency from the dose series; inconclusive = inhibition mostly from about 82% at the one dose, without a potency; inactive = the rest, 99 in 100 with inhibition below about 76%;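 also: plate controls were DMSO cells for no effect and high antibiotic wells for full effect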
# M. tuberculosis HTS: M. tuberculosis growth inhibition, HTS (AID 449762); M. tuberculosis H37Rv growth inhibition, 7H9 media; higher % means a stronger effect; inhibition, % at 25 µM; hits with a dose series show IC50 in µM; 0.59% of 330,000 active; in the data active = a potency from the dose series; inconclusive = inhibition above about 70% without an active follow-up result;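 also: bacterial growth assessed after seven days of incubation; strong numbers were not always called active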
# inhibitors of VEEV 10K pilot screen: further read-out of inhibitors of VEEV, marked with its call; inhibition, %; measured here: 10K pilot screen inhibition
# * marks the source's active call; other numbers are inactive results; i = inactive; u = inconclusive; x = no result given.
SMILES,Salmonella PhoP GFP,influenza NS1A,inhibitors of VEEV,tuberculosis growth,M. tuberculosis HTS,others
CCCCCCCN1C(Nc2ccccc2)=NC[C@@H]1CC(C)C,7%,9%,i,u,65%,inhibitors of VEEV 10K pilot screen=0.0
CC(=O)c1cccc(CN2CCC(C(=O)Nc3cccc(-c4ccn[nH]4)c3)CC2)c1,0%,-8%,7.7%,1%,3%,
O=C1NC2(CCCC2)Oc2ccccc21,4%,x,1.1%,10%,15%,
O=C(CN1C(=O)CC(c2ccccc2)Sc2ccccc21)NCC1CCCO1 (stereo not drawn),-3%,-6%,0.5%,18%,6%,
Cc1ccc(S(=O)(=O)N=S(CCO)CCO)cc1,-4%,1%,0.8%,-11%,3%,
COC(=O)C1=C(c2cc3ccccc3s2)C[C@@H]2CC[C@H]1N2C(=O)NCC1CC1,-5%,9%,0.5%,18%,-1%,
COc1ccc(OC)c(NC(=O)Nc2nnc(N3CCC(C)CC3)s2)c1,x,15%,9.3%,x,2%,
Cc1c(NC(=O)c2cccc(NS(C)(=O)=O)c2)c(=O)n(-c2ccccc2)n1C,-2%,-13%,1.1%,6%,-16%,
CCC1=NC(c2ccc(OC)cc2OC)N(O)C1(C)C (stereo not drawn),1%,-2%,i,4%,5%,
COc1ccc(N/N=C(/C(N)=O)C2=NC(C)(C)Cc3ccccc32)cc1,7%,25%,12%,29%,24%,
CN(C)C(=O)/C(=C/c1cn(-c2ccccc2)nc1-c1cccc([N+](=O)[O-])c1)NC(=O)c1ccccc1,-5%,5%,0.5%,11%,-5%,
Cc1c(C(=O)NC(C)C2CC3CCC2C3)cccc1[N+](=O)[O-] (stereo not drawn),-2%,7%,0.0%,7%,16%,
O=C(NCc1cccs1)c1cccc(S(=O)(=O)N2CCCCC2)c1,-7%,0%,3.9%,11%,-4%,
CC1CCCN(CCCNC(=O)C2CCN(S(=O)(=O)N3CCC4(CC3)OCCO4)CC2)C1 (stereo not drawn),1%,-15%,1.8%,-1%,2%,
CCc1cc2c(=O)n(N)c(CCC(=O)O)nc2s1,5%,-2%,0.8%,-7%,1%,
CCC(=O)N1c2ccc(S(=O)(=O)N3CCCCC3)cc2CC1C (stereo not drawn),-1%,4%,i,-10%,-9%,
Cc1ccc2ncnc(Nc3ccccc3)c2c1,8%,0%,3.2%,24%,-6%,
COc1ccccc1C1CCN(c2ccc([N+](=O)[O-])c(OC)c2)CC1,6%,9%,2.1%,33%,-5%,
CCn1cc(/C=N/NC(=O)c2cc3c(ccc4ccccc43)o2)c2ccccc21,-16%,-19%,7.2%,13%,u,
Cc1ccc(S(=O)(=O)NC(C)(C)CN2CCC(Cc3ccccc3)CC2)cc1,1%,-3%,i,51%,26%,

# 3 entries out of the list, sorted by molar mass, largest number first:
SMILES,Salmonella PhoP GFP,influenza NS1A,inhibitors of VEEV,tuberculosis growth,M. tuberculosis HTS,others
Cc1ccc(S(=O)(=O)NC(C)(C)CN2CCC(Cc3ccccc3)CC2)cc1,1%,-3%,i,51%,26%,
CCn1cc(/C=N/NC(=O)c2cc3c(ccc4ccccc43)o2)c2ccccc21,-16%,-19%,7.2%,13%,u,
CCC1=NC(c2ccc(OC)cc2OC)N(O)C1(C)C (stereo not drawn),1%,-2%,i,4%,5%,

# Further compounds:
SMILES,Salmonella PhoP GFP,influenza NS1A,inhibitors of VEEV,tuberculosis growth,M. tuberculosis HTS,others
O=C(N=Nc1c(O)[nH]c(=O)[nH]c1=O)C1COc2ccccc2O1 (stereo not drawn),-10%,-10%,0.9%,23%,5%,
COc1ccc(S(=O)(=O)N2CCOCC2)cc1NC(=O)Cc1ccccc1Cl,1%,-6%,0.7%,6%,-5%,
Cc1cccc(OCC(=O)N2CCN(C(=O)c3ccco3)CC2)c1,2%,2%,0.1%,-1%,1%,
CC(C)(C)[C@@H]1COC(=O)[C@H](Cc2ccc(F)cc2)CC/C=C\C[C@H](CC(=O)N(CCO)Cc2ccccc2)C(=O)N1,x,7%,5.1%,56%,8%,
CCOC(=O)c1cc(NC(=O)C2CCCO2)cc(C(=O)OCC)c1 (stereo not drawn),-3%,-5%,3.5%,x,x,
CN(CCOc1ccccc1)C(=S)Nc1ccc(OC(F)F)cc1,5%,0%,3.2%,75%,-2%,
CC(O)c1n(C)c(Cl)c[n+]1C (stereo not drawn),6%,-71%,0.7%,11%,-8%,
COC(=O)c1c(C)[nH]c(/C=N/Nc2ccccc2)c1C,6%,2%,3.5%,9%,53%,
CCOc1ccccc1NC(=O)CSc1cn[nH]n1,3%,1%,i,18%,31%,
CCCNC(=O)NC(=O)CN1C(=O)NC(C)(c2ccc(C)cc2)C1=O (stereo not drawn),-2%,-4%,0.6%,-1%,-1%,
O=C(O)CC1c2ccccc2CCN1S(=O)(=O)c1ccc(F)cc1 (stereo not drawn),3%,6%,1.3%,2%,-3%,
CC(C)c1ccc(/C=N\NC(=O)c2ccc(Cn3cccn3)o2)cc1,0%,20%,0.5%,5%,-3%,
O=C(N/N=C/c1ccc2c(c1)OCO2)C(O)c1ccccc1 (stereo not drawn),-5%,-2%,0.8%,3%,-20%,
COc1cc(OC)nc(Oc2ccccc2/C=N/O)n1,5%,12%,1.5%,7%,6%,
O=C(CSc1n[nH]c(=O)[nH]c1=O)Nc1c(Cl)cc(Cl)cc1Cl,x,-4%,5.6%,2%,5%,
CCOC(=O)c1[nH]cnc1C(=O)N1CCN(C(=O)OC(C)(C)C)CC1,x,2%,0.4%,-5%,-6%,
Nc1ccc(S(=O)(=O)Nc2ccc(S(N)(=O)=O)cc2)cc1,21%,-1%,0.0%,70%,15%,
Cc1cccc(CSc2nnc(N)n2-c2ccccc2)c1,14%,-7%,i,3%,-9%,
O=C(Nc1nccs1)C(F)(F)C(F)(F)C(F)(F)C(=O)Nc1nccs1,-10%,10%,6.8%,-9%,3%,
CC1CCCCN1CC(=O)Nc1sc2c(c1C#N)CCC2 (stereo not drawn),-5%,7%,5.0%,13%,-5%,
O=c1c2nnn(-c3ccccc3)c2ncn1C/C=C/c1ccccc1,8%,-18%,0.5%,14%,9%,inhibitors of VEEV 10K pilot screen=1.6
CCN(CC)c1ccc(/C=N/N(c2ccccc2)c2ccccc2)c(O)c1,-4%,0%,0.4%,56%,21%,
O=C(CNC(=O)c1cncc(Br)c1)Nc1ccc(F)c(F)c1F,3%,5%,0.2%,-8%,3%,
CN(CC(=O)Nc1ccccc1Br)C(=O)CN1CCN(Cc2cccc(Cl)c2)CC1,x,3%,0.9%,52%,4%,
NC(=O)CC(NC(=O)c1ccccc1)c1ccc(NC2CCCCC2)c([N+](=O)[O-])c1 (stereo not drawn),9%,-5%,i,5%,0%,
CS(=O)(=O)N1CCC(C(=O)Nc2cccc(Cl)c2)CC1,-5%,0%,0.9%,-6%,2%,inhibitors of VEEV 10K pilot screen=1.3
CCOC(=O)N1CCN(S(=O)(=O)c2cc(OCC(=O)NC3CCCCC3)c(C)cc2Cl)CC1,1%,-1%,i,1%,-9%,
O=C(O)CNC(=O)/C=C/c1c(Cl)cccc1Cl,5%,3%,0.9%,10%,-3%,
Cc1ccc(C(=O)N2[C@@H]3CN(C)C(=O)[C@@]2(C)[C@H]2C(=O)N(C)C(=O)[C@@H]32)cc1,x,-6%,0.5%,x,x,
CCCOc1ccc(C2c3c(oc4cc(C)c(C)cc4c3=O)C(=O)N2CCCN(C)C)cc1OCC (stereo not drawn),-9%,1%,i,17%,2%,

# Entries shown so far that contain an NH in an aromatic ring:
SMILES,Salmonella PhoP GFP,influenza NS1A,inhibitors of VEEV,tuberculosis growth,M. tuberculosis HTS,others
CC(=O)c1cccc(CN2CCC(C(=O)Nc3cccc(-c4ccn[nH]4)c3)CC2)c1,0%,-8%,7.7%,1%,3%,
O=C(N=Nc1c(O)[nH]c(=O)[nH]c1=O)C1COc2ccccc2O1 (stereo not drawn),-10%,-10%,0.9%,23%,5%,
COC(=O)c1c(C)[nH]c(/C=N/Nc2ccccc2)c1C,6%,2%,3.5%,9%,53%,
CCOc1ccccc1NC(=O)CSc1cn[nH]n1,3%,1%,i,18%,31%,
O=C(CSc1n[nH]c(=O)[nH]c1=O)Nc1c(Cl)cc(Cl)cc1Cl,x,-4%,5.6%,2%,5%,
CCOC(=O)c1[nH]cnc1C(=O)N1CCN(C(=O)OC(C)(C)C)CC1,x,2%,0.4%,-5%,-6%,

# Following part:
SMILES,Salmonella PhoP GFP,influenza NS1A,inhibitors of VEEV,tuberculosis growth,M. tuberculosis HTS,others
CCC(C(=O)Nc1cc(C(=O)O)ccc1C)c1ccccc1 (stereo not drawn),-4%,-15%,0.2%,-5%,-3%,
O=C(COc1ccc(Cl)cc1)Nc1ccccc1C(=O)NCc1ccco1,-3%,-8%,2.2%,36%,7%,
Cc1cc(C)cc(NC(=O)Cn2nnc(C(=O)NCc3ccc(F)cc3)c2N)c1,-11%,10%,0.1%,-2%,3%,
CCN(CC)c1nc2c(c(=O)[nH]c(=O)n2C)n1CCCc1ccccc1,-1%,-11%,0.7%,11%,12%,
COc1cc(OC)c(NC(=O)C(=O)CC(=O)c2ccc(C)cc2C)cc1Cl,9%,8%,28%,12%,57%,
Cc1nn(-c2ccccc2)nc1C(=O)NNC(=O)c1cccc2ccccc12,-14%,2%,5.3%,4%,1%,
COc1ccc(Cl)cc1NC(=O)CN1CCC(n2nnc3cc(C)ccc32)CC1,-2%,-5%,12%,18%,-8%,
CN1CCN(c2ccc(C(F)(F)F)cc2N)CC1,2%,-10%,i,2%,-1%,
C=CCn1c(SCC(=O)Nc2nc(C)cs2)nnc1C(CO)NC(=O)c1ccccc1 (stereo not drawn),0%,-13%,0.7%,6%,-5%,
CCn1c(SCc2ccccc2)nc2ccccc2c1=O,6%,-2%,0.5%,20%,9%,
O=C(O)CCC(=O)N1CCc2cc(S(=O)(=O)NCc3ccc(Cl)cc3)ccc21,5%,13%,i,-17%,3%,
Cc1cc(C)n(-c2nnc(C)c(=O)[nH]2)n1,0%,11%,i,2%,-5%,
O=C(NCc1ccncc1)c1nc(-c2cccs2)no1,-11%,11%,i,0%,-9%,
Cc1ccc(CSc2nnc(-c3cccc(S(=O)(=O)N4CCOCC4)c3)n2C2CCCC2)cc1,10%,6%,3.8%,20%,-12%,
Cc1ccc(S(=O)(=O)N(C)c2ccc(NS(C)(=O)=O)cc2)cc1,-10%,-1%,0.6%,14%,-6%,
CCN(CC)c1nc(N2CCN(CCO)CC2)nc2ccccc12,0%,-6%,i,4%,3%,
COC(CNC(=O)C1CCN(S(=O)(=O)c2ccc3nc4c(c(C(=O)O)c3c2)CC(C)CC4)CC1)OC (stereo not drawn),-2%,-1%,5.8%,-1%,7%,
Cc1ccc(OCCOc2cccc(Br)c2)c([N+](=O)[O-])n1,-7%,-7%,0.0%,71%,1%,
COc1ccc(OC)c(/C=C/C(=O)c2ccc3c(c2)OCO3)c1,x,-4%,6.9%,48%,23%,
O=C(Nc1ncccc1O)c1cccc(S(=O)(=O)N2CCCc3ccccc32)c1,3%,-2%,6.7%,15%,41%,
O=C(/C=C/c1cccc(C(F)(F)F)c1)NNC(=O)c1ccncc1,x,-2%,1.1%,x,x,
CC(C)c1ccc(C(=O)Nc2nnc(S(=O)(=O)N3CCOCC3)s2)cc1,9%,-1%,2.1%,23%,-1%,
COc1ccc(C2CC(c3ccccc3)=NN2C(=O)COC(=O)c2cccnc2Cl)cc1 (stereo not drawn),-10%,3%,10%,2%,4%,
Cc1ccc(Sc2ccc(N)cn2)cc1,2%,x,0.4%,1%,56%,
CN(Cc1ccccc1)C(=O)COC(=O)CCNC(=O)c1ccccc1Cl,5%,3%,0.2%,-14%,-2%,
CC(=O)c1cccc(NC(=O)C(C)OC(=O)c2ccc(-n3cnnn3)cc2)c1 (stereo not drawn),x,-4%,8.2%,x,x,
Cc1nc2ccc(NS(=O)(=O)c3ccc(F)cc3F)cc2s1,x,-10%,1.4%,26%,-1%,
COc1ccc(NC(=O)CSCC(=O)N(C)Cc2cccc(OC)c2OC)cc1,3%,2%,1.4%,15%,-13%,
COc1cccc(-c2ccc(C#N)c(=O)[nH]2)c1,-1%,1%,1.4%,19%,2%,
C=CCN(c1ccccc1)S(=O)(=O)c1ccc(Cl)c(C(=O)OCC(=O)c2[nH]c(C)c(C(C)=O)c2C)c1,-9%,3%,1.1%,-12%,-4%,
CSCC[C@H](NC(=O)NCc1ccc(F)cc1)C(=O)O,-1%,-20%,i,-10%,-3%,
O=C(NCc1ccc(F)cc1)c1c2c(nc3ccccc13)CCC2,0%,11%,6.5%,2%,12%,
CC(=O)Nc1ccc(N/C(C)=C/C(=O)c2cccnc2)cc1,4%,0%,0.7%,-22%,2%,
